TSHR antagonist – antagonists of human thyroid stimulating hormone receptor. AID 504810. TSHR-expressing cells, TSH-stimulated cAMP HTRF, 2 h; active compounds read low. activity change, negative = inhibition, % at 11.5 µM. P16473. 330,000 tested, 0.2% active;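 active means activity change below a set negative limit, meaning inhibition stronger than a set level, cut at about -70% in these data; inconclusive means activity change between two set negative limits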; further: on the % scale 0 is the no-effect control and ±100 the full control effect
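Inhibition of cAMP made by TSHR-expressing cells under TSH stimulation (4nM final, EC80; 2 h, 37 deg C) is quantified with a one-step lysis HTRF kit, anti-cAMP cryptate versus cAMP-d2.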
hERG WT inh – blocks the wildtype human KCNH2 potassium channel. Q12809. U2OS, BacMam KCNH2, thallium flux FluxOr; active compounds read low. activity change, % at 1.84 µM. 340,000 tested, 0.37% active. AID 720551;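 active means maximum activity change below -70%; inconclusive means maximum activity change between -70% and -50%; inactive means maximum activity change above -50%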; further: on the % scale 0 is the no-effect control and ±100 the full control effect
Target sequence (Q12809 whole entry, looked up): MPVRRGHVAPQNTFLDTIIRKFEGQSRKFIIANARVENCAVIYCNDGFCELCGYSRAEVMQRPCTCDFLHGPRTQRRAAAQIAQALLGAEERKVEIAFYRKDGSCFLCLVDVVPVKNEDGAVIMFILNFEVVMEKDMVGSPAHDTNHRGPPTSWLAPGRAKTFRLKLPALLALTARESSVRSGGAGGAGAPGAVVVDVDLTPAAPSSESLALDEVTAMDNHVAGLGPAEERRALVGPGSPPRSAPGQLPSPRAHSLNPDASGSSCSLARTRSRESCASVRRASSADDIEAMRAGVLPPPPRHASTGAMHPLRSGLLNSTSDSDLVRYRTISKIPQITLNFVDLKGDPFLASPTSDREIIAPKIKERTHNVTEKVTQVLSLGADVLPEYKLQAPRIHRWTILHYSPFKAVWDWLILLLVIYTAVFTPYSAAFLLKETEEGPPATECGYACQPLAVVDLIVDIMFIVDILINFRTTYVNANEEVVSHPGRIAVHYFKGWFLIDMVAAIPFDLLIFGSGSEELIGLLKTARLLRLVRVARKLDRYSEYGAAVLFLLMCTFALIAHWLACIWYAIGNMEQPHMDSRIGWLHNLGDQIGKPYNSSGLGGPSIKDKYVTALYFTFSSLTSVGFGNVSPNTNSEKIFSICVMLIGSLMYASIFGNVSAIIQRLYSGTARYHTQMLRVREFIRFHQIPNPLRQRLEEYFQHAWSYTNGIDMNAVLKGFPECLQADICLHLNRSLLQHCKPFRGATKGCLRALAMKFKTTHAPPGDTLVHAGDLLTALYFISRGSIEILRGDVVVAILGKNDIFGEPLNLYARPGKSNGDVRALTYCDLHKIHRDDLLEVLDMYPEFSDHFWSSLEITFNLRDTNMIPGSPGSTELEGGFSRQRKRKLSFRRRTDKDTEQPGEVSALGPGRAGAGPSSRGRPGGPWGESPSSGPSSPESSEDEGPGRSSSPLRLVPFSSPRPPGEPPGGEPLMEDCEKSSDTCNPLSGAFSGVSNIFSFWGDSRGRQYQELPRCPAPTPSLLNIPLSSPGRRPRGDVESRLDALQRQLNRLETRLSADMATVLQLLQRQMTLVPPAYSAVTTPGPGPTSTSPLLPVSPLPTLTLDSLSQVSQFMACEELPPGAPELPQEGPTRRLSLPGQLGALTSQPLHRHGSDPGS
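U2OS cells transduced with wild-type KCNH2 virus are loaded with FluxOr dye for 45 min, and thallium flux is measured in kinetic reads before and after stimulation buffer. Rate constants are normalized to DMSO controls.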
A-T KAP1 phos – potential ataxia-telangiectasia treatments restoring KAP-1 phosphorylation; […] A-T fibroblasts, KAP-1 phosphorylation AlphaLISA; neocarzinostatin DNA damage 30 min before lysis; 320,000 tested, 0.19% active; Potency, µM (series often up to 57.5 µM), without a hit: at the highest dose activation, most hits filed as activators; further: potency means the concentration at half of the fitted maximal effect; % of control where 0% means no effect; nearly all actives have a fitted effect of over 45% in size
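ATM-like activity read as KAP-1 phosphorylation via AlphaLISA donor/acceptor antibody pairs after lysis and 6 hr at 25C. Cells were ATM-null patient fibroblasts ([…], hTERT), dosed 60 min, then exposed to the DSB inducer NCS for 30 min.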
Eya2 inh – blocks the phosphatase activity of human Eya2 | Potency, µM (highest dose often 76.9 µM), inactives show top-dose activity, negative = inhibition, actives largely listed as inhibitors | 330,000 tested, 0.006% active | O00167 | recombinant Eya2, OMFP fluorescence dephosphorylation (OMFP is methylfluorescein phosphate); further: potency means the concentration at half of the fitted maximal effect; on the % scale 0 is the no-effect control and ±100 the full control effect
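Eya2 (0.2 uM) preincubated 10 min at ambient with compound, then OMFP substrate added at 50 uM; 10 min reaction in 50 mM HEPES pH 7.5, 50 mM NaCl, 5 uM MgCl2, 0.05% BSA, 1 mM DTT. Fluorescence read at Ex 485/Em 525 nm.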
Mito fusion yeast – blocks mitochondrial division or promotes mitochondrial fusion; Potency, µM (series often up to 46.1 µM), without a hit: top-dose growth rescue (activation), actives largely listed as activators; 320,000 tested, 0.23% active; S. cerevisiae fusion-defective mutant growth rescue, CellTiterGlo 48 h; AID 485298;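 further: potency means the concentration at half of the fitted maximal effect; % of control where 0% means no effect; nearly all actives have a fitted effect of over 45% in size; temperature-sensitive fusion mutants such as fzo1-1 at 37 °C on non-fermentable ethanol glycerol medium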
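Compounds are tested for their ability to restore growth of mitochondrial fusion-defective yeast strains at non-permissive 37C in YPEG medium over 48 hours. Viability is quantified by luciferase luminescence.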
ELG1 DNA repair – blocks ELG1-dependent DNA repair in HEK293T cells. HEK293T ELG1-luciferase reporter, luminescence, 16 h; DNA damage induced by 5-fluorouridine. Potency, µM (series often up to 46.1 µM), for the others: at the top dose activity change, negative = inhibition, actives largely listed as inhibitors. AID 504467. 330,000 tested, 2.3% active; further: potency means the concentration at half of the fitted maximal effect; on the % scale 0 is the no-effect control and ±100 the full control effect; nearly all actives have a fitted effect of over 55% in size
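Luminescence from the luciferase reporter, measured 30 min after ONE-Glo reagent at room temperature, was the read-out. Beforehand, 2,000 cells per well were exposed for 16 hr at 37 °C to 5-fluorouridine together with compound or vehicle.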
TCR activator – activators of T cell receptors | 330,000 tested, under 10 active | primary human leukocytes, anti-CD3, IL-2 HTRF, 48 h | AID 504894 | Potency, µM (doses to about 9.22 µM), inactives show at the highest dose activation of IL-2 secretion, actives largely listed as activators; further: % of control where 0% means no effect
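Readout: HTRF IL-2, Eu-cryptate/d2 antibody pair, 320nm excitation, 665nm emission. Stimulus: a-CD3 beads, no co-stimulation. Cells: primary human leukocytes. Exposure: 48 hr with compound.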
USP2a inh – blocks human ubiquitin-specific protease USP2a; 330,000 tested, 0.01% active; O75604; USP2 core, Ub-CHOP2 coupled fluorogenic reporter, 485/531; Potency, µM (top dose mostly 38.3 µM), for inactives: at the top dose activity change, negative = inhibition, actives largely listed as inhibitors; AID 463254;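 further: potency means the concentration at half of the fitted maximal effect; plate controls were DMSO wells for no effect and full inhibition by NEM control for full effect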
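Deubiquitinase activity read as fluorescence (485/531 nm) after Ub-CHOP2 cleavage activates the enterokinase reporter on its substrate; USP2 core 10nM, Ub-CHOP2 and substrate 25nM each, 30min compound preincubation then 60min RT; data normalized to NEM, curves fitted.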
TRPV1 ag – activates the human vanilloid receptor TRPV1; Q8NER1; TRPV1-expressing cells, Fluo-8 calcium influx, agonist mode; activation, % at 8.33 µM; 320,000 tested, 0.19% active; AID 540275; in the data active means activation above about 80%; inconclusive means between about 30% and that limit; further: 0% is about no effect
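Cells expressing TRPV1 were dye-loaded with Fluo-8 and read kinetically: 10 s baseline, 3 min after compound (agonist portion), then 2 min after EC20 capsaicin (allosteric enhancer portion). Calcium-bound dye fluorescence at 480/520 nm.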
KCNH2 3.1 inh – blocks the human KCNH2 3.1 channel isoform | U2OS KCNH2 3.1, thallium flux FluxOr; active compounds read low | activity change, % (tested at about 1.8 µM) | 340,000 tested, 0.95% active;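 active means maximum activity change below -70%; inconclusive means maximum activity change from -70% to -50%; inactive means maximum activity change above -50%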;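 further: thallium influx rate constant from kinetic fluorescence after stimulation buffer; on the % scale 0 is the no-effect control and ±100 the full control effect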
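Channel expression came from 3.1 mutant virus (1.77 x 10^8 /mL) applied to suspended U2OS cells for 4 h. Flux was tracked with FluxOr dye plus Red40 quencher, and kinetic rate constants normalized to controls.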
* marks the source's active call; other numbers are inactive results; ? = inconclusive; nt = no result given; & = joins results of further samples; [ ] = another dose, or the depositor's remark. Unless noted, the call rests on the fitted dose curve; in most records, active means well fitted curve in the direction sought with a large enough effect; inconclusive means small, poorly fitted or top-dose-only effect, or another doubt; inactive means no such curve, though single readings can be large; an effect the other way counts as inactive or inconclusive. An excerpt; count on the stated rates, not on these rows.

SMILES	TSHR antagonist	hERG WT inh	A-T KAP1 phos	Eya2 inh	Mito fusion yeast	ELG1 DNA repair	TCR activator	USP2a inh	TRPV1 ag	KCNH2 3.1 inh
O=C(NCCCN1CCOCC1)c1ccc2c(c1)N(Cc1ccccc1)CCS2	7.3	3.8	26.9%	7.1%	-0.8%	26.3%	10.7%	-7.5%	?	-16.9
Cc1ccccc1NC(=O)C[n+]1cc(-c2ccccc2)n2c1CCC2	0.6	-3.0	12.7%	-24.8%	1.1%	-5.6%	-2.8%	0.6%	0.5	2.3
CCOC(=O)CNc1nc(C(C)(C)C)nc2c1nnn2Cc1ccccc1	-5.8	16.0	0.6%	-18.7%	-1.6%	-3.2%	-5.7%	2.5%	16.4	-2.2
O=C(CSc1nc(-c2ccccc2)cs1)Nc1cccc([N+](=O)[O-])c1	-78.8*	1.2	5.2%	-5.7%	?	?	2.7%[46.1 µM]	1.9%	9.1	-18.9
COc1ccc(NC(=O)c2ccccc2Sc2ccc(NC(C)=O)nc2)cc1	6.6	2.6	-1.1%	0.1%	-4.8%	9.2%	-8.0%	2.0%	2.4	5.6
CC(C)CNC(=S)NC(=O)c1ccccc1Cl	-8.2	15.3	3.2%	-2.3%	-1.2%	?	4.2%[46.1 µM]	1.6%	4.9	-1.1
O=[N+]([O-])c1c(N2CCN(CCO)CC2)nc2ccccn12	17.4	-6.0	-8.0%	10.6%	-7.4%	16.0%	-2.0%	-0.5%	-5.8	-0.7
Cc1noc(/C=C/N(C)C)c1S(=O)(=O)N1CCCC(C(=O)Nc2ccc(F)cc2F)C1 (stereo not drawn)	-2.3	0.1	-8.6%	-2.8%	-1.1%	1.3%	-1.4%	1.5%	6.2	-8.7
Cc1cccc(NC(=O)CN2CCN(C(=O)c3cccc(-n4cnnn4)c3)CC2)c1C	-6.3	26.4	-12.0%	5.8%	0.4%	11.7%	6.1%	2.8%	-0.8	-6.7
O=C(Cc1ccccc1)NNC(=S)Nc1ccccc1	-6.0	10.3	-5.4%	-9.9%	-11.4%	-1.2%	2.9%	2.1%	1.6	12.5
Cc1ccc(NC(=O)CO/N=C(\N)c2nonc2N)cc1C	0.1	14.7	-8.6%	0.6%	-2.5%	-8.4%	0.6%	-1.2%	?	0.1
O=S(=O)(Nc1ccc2c(c1)nc1n2CCOC1)c1ccc(Cl)cc1	0.7	7.5	2.5%	6.6%	-3.3%	-8.8%	-3.1%	2.5%	1.3	-8.1
CC(C)/C(=N/Nc1ccccc1[N+](=O)[O-])c1ccccc1	-7.2	-1.9	1.3%	1.4%	-4.7%	?	-4.5%	0.1%	-0.9	-6.4
Cc1ccc(OCCSc2nnc(C)c(=O)n2N)cc1	-2.5	1.5	0.5%	3.8%	-4.0%	21.3%	-1.1%	0.6%	3.7	1.4
COc1ccccc1C(=O)Nc1nnc(SCC(=O)NCC2CCCO2)s1 (stereo not drawn)	10.0	6.3	21.2%	-7.2%	-2.6%	?	-0.9%	0.0%	0.6	-1.2
CCOc1ccccc1/C=N/n1c(C)nc2ccccc2c1=O	-6.2	15.8	-10.0%	2.7%	1.2%	-5.2%	1.3%	-0.6%	1.5	-10.0
C=CCn1c(SCc2cc(=O)n3ccsc3n2)nc2cc(Cl)ccc2c1=O	-2.7	-0.9	1.7%	15.0%	0.4%	-18.9%	7.3%	-0.4%	2.7	-11.4
CN(C)c1ccc(C(=O)OCC#CCSc2nnc(-c3cccc4ccccc34)o2)cc1	6.6&0.5	nt	5.1%&-5.2%	-3.0%&-5.0%	-19.5%	21.2%	-1.8%	-1.3%&2.9%	nt	nt
CC(C)Sc1n[nH]c2nc3c(c(=O)n12)C1(CCCC1)Cc1ccccc1-3	-0.1	nt	2.6%	-28.3%	-0.8%	-8.7%	nt	2.0%	1.6	nt
CC1CN(Cc2nc3c(c(=O)n(C)c(=O)n3C)n2Cc2cccc(Cl)c2)CC(C)O1 (stereo not drawn)	-11.9	-0.1	2.6%	-3.5%	-33.6%[inhibitor]	1.0%	3.3%	5.0%	0.7	14.4
O=C(OCCN1C(=O)c2ccccc2C1=O)c1cc(=O)[nH]c2ccccc12	-4.0	-1.3	-1.6%	11.2%	-5.1%	-0.8%	-5.1%	-1.1%	1.5	1.6
COc1ccc(C(=O)N2CCN(C(=O)c3ccco3)CC2)cc1	5.6	1.5	-3.7%	21.1%	6.5%	0.8%	-3.9%	0.1%	1.9	2.1
Cn1c(-c2ccc(Br)cc2)cnc1NCc1cccnc1	-4.6	6.3	-4.3%	-17.4%	1.6%	-4.1%	4.4%	-1.2%	-0.7	8.9
O=C(CCCc1ccccc1)N1CCc2ccccc21	-9.6	-4.0	nt	-6.7%	12.1%	?	-23.6%	1.5%	?	-22.2
Fc1ccc(NC(=S)NCCc2ccccc2)c(F)c1F	-35.3	5.1	22.7%	-0.7%	-10.2%	26.7%	-9.6%	-0.5%	2.6	10.7
SMILES	TSHR antagonist	hERG WT inh	A-T KAP1 phos	Eya2 inh	Mito fusion yeast	ELG1 DNA repair	TCR activator	USP2a inh	TRPV1 ag	KCNH2 3.1 inh
Cc1ccc(C)c(NC(=S)NCc2ccc3[nH]c4c(c3c2)CCCC4)c1	-2.8	3.9	-8.4%	-8.5%	?	?	13.9%	-6.9%	1.7	-8.3
O=C1C=C(c2cc(F)ccc2F)C[C@@H](c2ccc(Cl)cc2)C1	-21.0	7.1	23.3%	1.0%	?	-1.3%	-0.2%	3.1%	29.3	?
CN(Cc1ccccc1)C(=O)c1cn(C)c2ccc(S(=O)(=O)N3CCCC3)cc2c1=O	18.6	0.9	-6.3%	3.3%	3.1%	5.5%	-0.1%	0.4%	-9.7	8.8
C=CCN(c1ccccc1)S(=O)(=O)c1c(C)[nH]c(=O)[nH]c1=O	-2.1	-7.5	0.2%	-2.5%	0.2%	12.1%	0.2%	2.9%	-0.8	2.5
CCN(Cc1ccc(Cl)s1)C(=O)c1cccc(OCc2c(C)noc2C)c1	-19.1	-3.8	-1.1%	-19.5%	nt	?	3.7%	-8.3%	nt	2.7
CCS(=O)(=O)N1CCN(c2ccccc2)CC1	-3.7	2.2	0.7%	-1.8%	5.2%	-4.8%	3.5%	-0.7%	1.2	-3.9
Cc1ccccc1C(=O)Nc1c2c(nn1C(C)(C)C)CS(=O)(=O)C2	9.4	-0.4	-15.8%	-14.3%	1.7%	3.9%	4.0%	-2.1%	1.1	-0.9
COc1cc(NC(=O)C2CCCN(S(=O)(=O)c3cnc[nH]3)C2)cc(OC)c1 (stereo not drawn)	-4.1	-13.3	1.3%	-3.0%	1.0%	-7.6%	16.4%	4.4%	-0.9	0.2
CC(C)(C)[C@H]1COC(=O)CC/C=C\C[C@@H](CC(=O)N[C@H](CO)Cc2ccccc2)C(=O)N1	3.5	-1.4	-3.7%	2.4%	nt	6.3%	4.4%	5.7%	nt	16.1
COc1cc(OC)cc(C(=O)N2CCN(C(=O)COc3ccc4ccccc4c3)CC2)c1	-11.0	8.2	-10.7%	7.1%	6.6%	?	-1.8%	-7.4%	-0.3	-2.2
O=c1[nH]c(C2CCN(S(=O)(=O)c3ccc(C(F)(F)F)cc3)CC2)nc2c1nnn2Cc1ccc(F)cc1	-9.8	-6.1	-0.5%	-11.2%	-3.4%	-12.2%	-9.7%	-2.4%	-3.8	-36.6
COc1c(C)cc(Br)cc1C(=O)Nc1ccc(N2CCN(S(C)(=O)=O)CC2)cc1	1.7	3.0	-1.0%	-3.2%	0.9%	1.7%	1.7%	4.8%	0.0	11.2
Cc1nn(C)c(C(=O)NNC(=S)NCc2ccco2)c1Cl	-4.9	6.1	-1.4%	8.8%	-0.1%	8.2%	-0.1%[46.1 µM]	1.1%	-3.9	3.7
O=S1(=O)CCN2C(=N1)SC1=C2CCN(Cc2ccccc2)C1	-5.8	1.1	-4.2%	11.1%	-0.9%	8.9%	-0.7%	1.6%	-0.1	-0.3

Quoted from the listing (two entries):
SMILES	TSHR antagonist	hERG WT inh	A-T KAP1 phos	Eya2 inh	Mito fusion yeast	ELG1 DNA repair	TCR activator	USP2a inh	TRPV1 ag	KCNH2 3.1 inh
Cc1ccc(C)c(NC(=S)NCc2ccc3[nH]c4c(c3c2)CCCC4)c1	-2.8	3.9	-8.4%	-8.5%	?	?	13.9%	-6.9%	1.7	-8.3
O=C1C=C(c2cc(F)ccc2F)C[C@@H](c2ccc(Cl)cc2)C1	-21.0	7.1	23.3%	1.0%	?	-1.3%	-0.2%	3.1%	29.3	?

Two entries from above, with values under each structure:
Values in the order – TSHR antagonist	hERG WT inh	A-T KAP1 phos	Eya2 inh	Mito fusion yeast	ELG1 DNA repair	TCR activator	USP2a inh	TRPV1 ag	KCNH2 3.1 inh
- O=C1C=C(c2cc(F)ccc2F)C[C@@H](c2ccc(Cl)cc2)C1
    -21.0	7.1	23.3%	1.0%	?	-1.3%	-0.2%	3.1%	29.3	?
- Cc1nn(C)c(C(=O)NNC(=S)NCc2ccco2)c1Cl
    -4.9	6.1	-1.4%	8.8%	-0.1%	8.2%	-0.1%[46.1 µM]	1.1%	-3.9	3.7

From PubChem
